SR-BI DiI-HDL act – activators of SR-BI mediated DiI-HDL uptake, primary screen, ldlA[mSR-BI] CHO cells, DiI fluorescence. 3 h; 100 = double the neutral-control signal. activation, % at 12.5 µM. 320,000 compounds, 0.096% hits;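 active means mean replicate activation of at least 60% and every replicate at or above 60%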;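 further: 0% = median plate neutral-control signal and 100% = twice that signal; values of inactives mirror those of a sister screen read the other way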
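Test system: SR-BI-overexpressing, LDLR-lacking CHO cells. Measured by: DiI fluorescence, bottom read. Medium: Ham's F12 with 0.5% BSA, HEPES 25 mM, pH 7.4. Timing: 3 h uptake period with compound, 37 °C.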
NSD2 HMT inh – NSD2 histone methyltransferase inhibitors, primary screen, biochemical, AlphaScreen, single concentration, set 2; AID 743445, 2014; inhibition, % at 12.5 µM; 310,000 compounds, 0.54% hits; NSD2 peptide methylation, 120 min; Histone-lysine N-methyltransferase NSD2 (Homo sapiens), O96028; in the data active means inhibition above about 50%
Pemphigus Ab inh – inhibitors of pemphigus antibody binding to DSG3, primary screen, biochemical, bead-based, flow cytometry, scFv-GFP; binding (percent of control), % at 10 µM; Desmoglein-3 (Homo sapiens), P32926; AID 588358, 2011; 310,000 compounds, 0.48% hits; DSG3-coupled beads, scFv-anti-DSG3-GFP binding; stronger effect = lower value;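 active means binding more than 3 SD below its plate's average and above zero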; further: some compounds called inactive have numbers as strong as hits
PKA-R1A activ – activators of PKA-R1A holoenzyme, primary screen, biochemical, fluorescence polarization, Cy5-IP20, bovine R1A, mouse PKAc; cAMP-dependent protein kinase type I-alpha regulatory subunit (Bos taurus) + …; PKA-R1A dissociation; scaled: DMSO 0%, 113 µM cGMP 100%; activation, % at 11.4 µM; 340,000 compounds, 0.083% hits;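 active means percent activation above the mean of all tested compounds plus 3 SD, cut at about 19% in these data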;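 further: higher means more PKAc released from R1A so a rise in polarization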
SUMO Mot1 rescue – yeast Mot1-301 growth rescue at high temperature, primary screen, SUMOylation pathway inhibitor project, S. cerevisiae, ATP luminescence, 38.5C; growth rescue, % at 18.8 µM; AID 2716, 2010; 320,000 compounds, 1% hits; S. cerevisiae Mot1-301 growth rescue; percent above DMSO median, 100 means doubled;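 active means every valid replicate shows activation above 250% relative to neutral control wells; inactive means the rest, any valid replicate at or below 250%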;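 further: OY570 slx delta 5 strain wells were the positive control but not used for scaling; some compounds called inactive have numbers as strong as hits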
SR-BI DiI inh – inhibitors of SR-BI mediated HDL lipid uptake, primary screen, ldlA[mSR-BI] cells, fluorescence, single point | Scavenger receptor class B member 1 (Mus musculus), Q61009 | ldlA[mSR-BI] CHO cells, DiI-HDL uptake fluorescence, 3 h | inhibition, % at 12.5 µM | 320,000 compounds, 0.96% hits;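 active means mean replicate inhibition of at least 70% and a set share of replicates each scoring 70 or more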;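 further: 0% = median of neutral control wells and 100% = median of positive control wells; values of inactives mirror those of a sister screen read the other way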
Target sequence (Q61009 whole entry, looked up): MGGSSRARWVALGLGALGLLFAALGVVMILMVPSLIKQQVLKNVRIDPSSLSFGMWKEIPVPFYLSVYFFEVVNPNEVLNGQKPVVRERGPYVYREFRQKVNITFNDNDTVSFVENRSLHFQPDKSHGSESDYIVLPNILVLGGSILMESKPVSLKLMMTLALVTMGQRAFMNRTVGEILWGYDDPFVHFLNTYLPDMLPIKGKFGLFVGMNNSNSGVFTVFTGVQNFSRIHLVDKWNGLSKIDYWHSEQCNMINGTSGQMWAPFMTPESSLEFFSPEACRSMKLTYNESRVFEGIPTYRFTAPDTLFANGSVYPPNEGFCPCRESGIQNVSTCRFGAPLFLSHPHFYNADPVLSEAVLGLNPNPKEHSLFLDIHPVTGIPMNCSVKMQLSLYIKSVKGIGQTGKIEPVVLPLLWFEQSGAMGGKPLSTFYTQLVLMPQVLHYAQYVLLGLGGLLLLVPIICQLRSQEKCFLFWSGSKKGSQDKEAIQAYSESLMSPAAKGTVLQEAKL
MITF TRPM1 HTS – activators of MITF-driven TRPM1 promoter reporter, primary screen, cell-based, SK-MEL-5, luciferase, single point; 300,000 compounds, 0.75% hits; SK-MEL-5 TRPM1-promoter luciferase, 24 h; % of positive control, neutral wells = 0; activation, % at 12.5 µM;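 active means mean activation of at least 80% with every replicate also reaching 80%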;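 further: 0% = neutral control wells and 100% = parthenolide positive control wells; values of inactives mirror those of a sister screen read the other way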
Arr AP2 block – inhibitors of beta-arrestin/AP2 binding, primary screen, biochemical, GPCR trafficking, flow cytometry; 340,000 compounds, 0.31% hits; beta-arrestin 1 C-terminal peptide binding to AP2 beta2-adaptin appendage (human); AID 504490, 2011; FITC-arrestin peptide / GST-AP2 beads; AP2 beta2 appendage carries R879A mutation; inhibition, % at 10 µM;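 active means inhibition above a set limit, near 3 SD of compounds lacking own fluorescence, cut at about 54% in these data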;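 further: plate controls were DMSO wells for no effect and 5 µM unlabelled arrestin peptide for full effect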
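System: GST-AP2 R879A glutathione beads | Also added: FITC-arrestin peptide, 50 nM | Times: 12 min plus 1 h, RT | Signal: Bead flow cytometry, FITC channel | Buffer or medium: PBS with 0.05% Tween 20 and 0.1% BSA | Read-out basis: Percent drop in bead-associated FITC signal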
PKA-R2B activ – activators of PKA-R2B holoenzyme, primary screen, biochemical, fluorescence polarization, Cy5-IP20, human; cAMP-dependent protein kinase catalytic subunit beta (Homo sapiens) + cAMP-dependent …; PKA-R2B holoenzyme dissociation; R2B truncated from residue 108, S112A mutant; 0% DMSO only, 100% 113 µM cGMP; activation, % at 11.4 µM; 340,000 compounds, 0.079% hits;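 active means activation above a cutoff set at the mean over all compounds plus 3 SD, cut at about 18% in these data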;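 further: higher means more holoenzyme dissociation and a rise in polarization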
Target sequence (P31323 whole entry, looked up, other chains not shown, the tested form may be a part): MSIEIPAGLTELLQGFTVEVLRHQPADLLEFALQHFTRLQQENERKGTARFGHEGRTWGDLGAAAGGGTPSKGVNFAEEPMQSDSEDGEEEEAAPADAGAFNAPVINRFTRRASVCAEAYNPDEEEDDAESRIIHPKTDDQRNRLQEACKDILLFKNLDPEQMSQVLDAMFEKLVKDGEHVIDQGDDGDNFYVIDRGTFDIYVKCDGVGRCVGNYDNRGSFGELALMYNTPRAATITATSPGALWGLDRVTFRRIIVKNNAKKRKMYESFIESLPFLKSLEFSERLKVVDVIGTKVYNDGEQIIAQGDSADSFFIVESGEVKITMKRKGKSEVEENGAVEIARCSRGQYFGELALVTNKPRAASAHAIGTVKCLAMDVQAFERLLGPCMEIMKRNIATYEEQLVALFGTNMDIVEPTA
dFosB act – activators of delta FosB homodimer, primary screen, biochemical, fluorescence polarization, TAMRA-CDK5 oligo, single point; purified delta FosB; percent of positive-control signal above neutral wells; activation, % at 25 µM; Protein FosB (Mus musculus), P13346; 340,000 compounds, 0.99% hits;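 active means mean activation above about 17%, with every replicate also reaching it, limit read from the data, passing the limit was not always enough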;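 further: fluorescence polarization rise as delta FosB binds a TAMRA Cdk5 AP-1 oligo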
CDK5 inh – inhibitors of human CDK5/p35 kinase, primary screen, biochemical, single concentration. 330,000 compounds, 0.01% hits. Recombinant CDK5/p35, ADP-Glo luminescence, 60 min. inhibition, % at 10 µM. AID 488839, 2010;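 active means highest replicate inhibition of at least 50% and at least 75% of replicates reaching 50%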;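 further: plate controls were DMSO neutral control for no effect and GW8510 at 10 µM for full effect; many of its hits are not listed in these tables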
Starred values were filed as active, the others as inactive; / = not tested or not shown.

SMILES	SR-BI DiI-HDL act	NSD2 HMT inh	Pemphigus Ab inh	PKA-R1A activ	SUMO Mot1 rescue	SR-BI DiI inh	MITF TRPM1 HTS	Arr AP2 block	PKA-R2B activ	dFosB act	CDK5 inh
CCn1cc(C(=O)NCc2ccco2)c(=O)c2cc(S(=O)(=O)N3CC(C)CC(C)C3)ccc21 (stereo not drawn)	-10	-1	105	1	-35	10	-14	-3	-4	-4	1.2
CC1(c2ccc(Cl)cc2)NC(=O)N(CC(=O)NCc2cccs2)C1=O (stereo not drawn)	29	-4	95	-6	-10	-29	3	35	0	-1	-0.6
CCC(=O)N1CCc2cc(S(=O)(=O)CCC(=O)NCc3ccc(OC)cc3)ccc21	-2	2	94	-9	9	2	-4	20	2	-8	0.0
CN(C)c1nc(OCc2ccccc2)c2ncc(=O)[nH]c2n1	15	0	/	-2	10	-15	/	-12	-3	-14	1.2
N#Cc1cn(CC(=O)N2CCc3ccccc3C2)c2ccccc12	-11	-2	110	-4	2	11	2	9	-4	3	-2.2
CCC(COC)NC(=O)c1ccc(OC)c(OC2CCN(C(C)=O)CC2)c1 (stereo not drawn)	16	-3	86	-12	0	-16	/	0	-5	-5	-0.5
Cc1cc(=O)[nH]c(SCC(=O)Nc2nc(-c3ccccc3)c(-c3ccccc3)o2)n1	9	1	106	-3	177	-9	14	6	-13	-16	-0.5
O=C1OCC(c2ccccc2)=C1c1ccccc1	/	/	100	2	6	/	0	32	8	-1	-2.0
Cc1oc(-c2ccc(Cl)cc2)nc1CS(=O)CC(=O)NCc1cccs1 (stereo not drawn)	-6	/	103	5	-10	6	/	-3	5	-17	-0.3
COCCNC(=O)Cn1nc(-c2ccc(C)cc2)ccc1=O	12	/	98	-4	-4	-12	/	-1	5	-2	1.1
O=c1cc(Cn2ccnc2)c2cc(O)ccc2o1	-78	/	97	-9	7	78*	0	11	0	-2	2.4
COC(=O)c1ccc(S(=O)(=O)NCc2ccc(S(N)(=O)=O)cc2)o1	-11	21	105	1	-14	11	1	-4	-4	1	-3.6
O=C(OCc1ccccc1)/C(=C/c1ccc(Cl)cc1)NC(=O)c1ccccc1Cl	0	0	/	-1	-1	0	8	19	6	6	1.4
CCCCn1nnc(NC(=O)c2ccc([N+](=O)[O-])cc2Cl)n1	14	0	92	-9	-1	-14	1	-16	2	-5	-0.5
O=C(CSc1ccc([N+](=O)[O-])cn1)Nc1ccc2c(c1)OCCO2	0	3	100	-10	7	0	4	39	-2	-4	-0.8
Cc1c(Cl)cccc1NC(=O)Nc1ccc(C(=O)N2CCCC2)cc1	-6	2	105	-12	-22	6	21	10	-10	-11	-0.9
CCc1sc(NC(C)=O)nc1-c1ccccc1	-7	8	107	-1	9	7	21	7	5	1	-0.1
Cc1ccc(S(=O)(=O)N2CCN(C(=O)c3cccs3)CC2)cc1C	15	-5	95	-15	-8	-15	-15	1	-1	-12	-1.5
COc1cc(Cc2nccc3cc(OC)c(OC)cc23)c(S(=O)(=O)O)cc1OC	9	-1	92	2	111	-9	8	12	0	-2	-1.4
N#C/C(=C\c1cn(CC(=O)N2CCCCC2)c2ccccc12)C(=O)NCc1ccc2c(c1)OCO2	14	-2	120	16	-7	-14	5	34	4	-2	-1.6
O=C(Nc1ccc(NC(=O)c2ccc(Cl)cc2Cl)cc1)c1ccc2c(c1)OCO2	-9	42	111	7	7	9	6	0	-10	2	-2.6
Cc1cc(/C=C(/C#N)C(=O)O)c(C)n1-c1cccc2ccccc12	-8	16	104	-10	86	8	-3	10	8	-14	-0.1
Oc1ccc(N=Cc2ccc(OCc3ccccc3)cc2)cc1	-15	79*	99	0	/	15	-35	27	7	-36	-0.4
COC(=O)CCCNC(=O)c1ccc2[nH]c(C)c(C)c2c1	-5	-1	/	2	/	5	-6	-3	-2	-3	1.2
O=C(NCCc1c[nH]c2ccccc12)C1Cc2ccccc2CN1C(=O)c1ccco1 (stereo not drawn)	/	0	/	2	5	-5	-7	22	-6	1	-0.2
CCC(C)(C)NC(=O)CN(C(=O)CNS(=O)(=O)c1ccc(C)cc1)c1ccc2c(c1)OCCO2	41	1	104	0	-11	-41	4	2	1	-14	-1.0
COCCNC(=O)CCCn1c(=O)c2cc(OC)c(OC)cc2n(CC(=O)NCCC2=CCCCC2)c1=O	32	0	86	0	5	-32	16	11	-1	-3	-0.4
C=CCn1c(O)c(CN2CCN(Cc3ccccc3)CC2)c(C)c(C#N)c1=O	/	0	105	2	137	-54	4	14	-7	-4	1.0
CCC1CCC(C(=O)NNC(=O)OC)CC1 (stereo not drawn)	28	-2	106	-4	-9	-28	5	-4	-10	-7	/
Cn1c(N2CCN(S(=O)(=O)c3ccc(Cl)cc3)CC2)nc2ccccc21	-1	1	112	2	42	1	-17	-28	-2	-3	1.0
CCc1ccc(-c2cc3c(=O)n(CC(=O)NCCCN4CCC(Cc5ccccc5)CC4)nc(C)n3n2)cc1	-14	-1	103	-10	37	14	-95	-10	-8	-5	/
O=C(NCCC(c1ccccc1)c1ccccc1)c1cnccn1	4	-2	102	-12	96	-4	4	19	-3	3	-0.8
O=C(C[C@@H]1C/C=C\C[C@H](NC(=O)OCC2c3ccccc3-c3ccccc32)C(=O)OC[C@H]2CCCN2C1=O)N[C@@H](CO)Cc1ccccc1	-11	/	107	1	-2	11	9	-10	-5	-11	-1.3
COC(=O)C1(C)CCc2cc(OC)ccc2C1=O (stereo not drawn)	12	14	96	4	17	-12	-12	5	-11	-2	0.3
Nc1ccc(-c2nnn(CC(=O)N3CCCCC3)n2)cc1	-7	-2	106	3	2	7	/	14	-3	3	0.6
CCOc1ccccc1OCC(=O)Nc1cc(S(=O)(=O)N2CCCCC2)ccc1N1CCN(CC)CC1	5	5	105	1	3	-5	5	-6	-9	-13	-0.6
COc1cc(C(=O)N2CCN(C(=O)c3cc(-c4ccccc4)n[nH]3)CC2)cc(OC)c1OC	-13	-6	100	-4	-10	13	1	-12	-3	-5	0.4
COc1cccc(C(c2nnnn2C(C)(C)C)N2CCN(C3CCCCC3)CC2)c1OC (stereo not drawn)	46	3	109	4	/	-46	-18	7	-8	1	-0.3
CC(C)(C)OC(=O)C[C@H]1C/C=C\C[C@@H](CC(=O)N(CCO)Cc2ccccc2)C(=O)N[C@H](Cc2ccccc2)COC1=O	3	/	101	4	-16	-3	0	14	-2	-8	-1.9
CCC1CCCCN1CCCNC(=O)C(C)n1nc(C)c2sc3ccccc3c2c1=O (stereo not drawn)	-22	-3	114	9	-4	22	19	7	11	-15	0.5
Cc1ccnc(NC(=O)CNC(=O)COc2ccccc2)c1	7	-2	94	-4	-5	-7	90*	32	3	1	1.2
CC(=O)Nc1c(C)cc(OCC(=O)O)cc1C	12	-1	97	-15	12	-12	5	7	0	-2	1.7
CC(=O)c1ccc(NCCC(=O)c2ccccc2)cc1	-18	-8	/	-6	-3	18	70	47	2	2	-0.3
CCn1c2ccccc2c2nnc(SCC(N)=O)nc21	7	1	119	0	10	-7	-14	-8	-7	-5	-1.6
CCCN1CCN(CCCNC(=O)c2ccc(NC(=O)C3=C(C)OCCS3)cc2)CC1	-13	12	99	5	-5	13	13	1	8	2	/
O=[N+]([O-])c1sccc1CS(=O)(=O)c1ccccc1	23	1	118	9	-6	-23	/	36	-1	6	0.2
CC(=O)Nc1ccc(Oc2sc(C(=O)c3ccccc3)c(N)c2C#N)cc1	-35	2	117	-7	7	35	/	-14	1	-8	1.3
COc1ccccc1N(C)S(=O)(=O)c1ccc(C(=O)N(C)Cc2ccc(OC(F)F)cc2)cc1	-25	3	101	0	/	25	-3	15	4	-3	0.4
CCC(C(=O)NCc1ccc(F)cc1)N(CCc1ccccc1)C(=O)c1snc(C(N)=O)c1N (stereo not drawn)	/	-1	108	-1	-6	/	8	2	-7	-15	1.6
Cc1c(C(C)NC(=O)Nc2ccc(F)cc2F)cnn1C (stereo not drawn)	0	-2	85	4	-21	0	/	34	-4	1	-1.3
Cc1ccc(C(=O)N2CCN(c3ccccc3F)CC2)cc1S(=O)(=O)N1CCOCC1	-8	0	101	2	0	8	11	14	-4	-4	2.3
CCN(CC)S(=O)(=O)c1cc(NC(=O)CCc2c(C)noc2C)ccc1C	-34	2	132	-2	4	34	-10	-14	-7	-7	-5.3
CC(NC(=O)C(c1ccccc1)c1ccccc1)C(=O)O (stereo not drawn)	15	-1	104	-6	13	-15	-1	6	0	1	3.1
Cc1cc(NC(=O)COC(=O)c2cc([N+](=O)[O-])ccc2N2CCOCC2)ccc1Br	-71	-2	96	-8	121	71*	-7	3	-3	5	0.7
COc1cccc(C(=O)N[C@@H](C)C(=O)N2CCC3(CC2)NCCc2[nH]cnc23)c1	26	8	/	-4	-1	-26	-7	27	-5	5	0.2
O=C(NC1CCCC1)c1ccc2nc[nH]c2c1	16	1	108	8	-5	-16	-11	3	-1	-1	0.5

Limited to dFosB act and PKA-R1A activ (2 entries from above):
Compound | dFosB act | PKA-R1A activ
CC(NC(=O)C(c1ccccc1)c1ccccc1)C(=O)O (stereo not drawn) | 1 | -6
Cc1cc(NC(=O)COC(=O)c2cc([N+](=O)[O-])ccc2N2CCOCC2)ccc1Br | 5 | -8
